influenza NS1A – H1N1 influenza NS1A inhibitors, functional cell based assay (AID 504329) | NS1A functional cell-based assay, percent inhibition; higher % means a stronger effect | inhibition, % at 12.5 µM, or IC50 in µM where a hit was titrated | actives 0.3% (n = 340,000); in the data active = a potency from the dose series; inconclusive = inhibition above about 27% without an active follow-up result; note: strong numbers were not always called active
M. tuberculosis HTS – M. tuberculosis growth inhibition, HTS (AID 449762); actives 0.59% (n = 330,000); M. tuberculosis H37Rv growth inhibition, 7H9 media; higher % means a stronger effect; inhibition, % at 25 µM; hits with a dose series show IC50 in µM; in the data active = a potency from the dose series; inconclusive = inhibition above about 70% without an active follow-up result;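 note: bacterial growth assessed after seven days of incubation; strong numbers were not always called active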
PhoP GFP inhibition – PhoP regulon inhibitors, Salmonella typhi PhoP promoter GFP reporter, confirmatory (AID 1850) | actives 0.33% (n = 310,000) | inhibition, % at 50 µM; hits with a dose series show IC50 in µM | Salmonella Typhi PhoP-promoter GFP reporter, fluorescence, 4 h; higher % means a stronger effect; in the data active = a potency from the dose series; inconclusive = inhibition mostly from about 25% at the one dose, without a potency; inactive = the rest, 99 in 100 with inhibition below about 19%;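 note: 0% = induced wells with vehicle and 100% = uninduced wells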
M. tuberculosis – growth inhibition of non-replicating M. tuberculosis (AID 488890); inhibition, % at 25 µM; hits with a dose series show IC50 in µM; actives 0.39% (n = 320,000); Mycobacterium tuberculosis non-replicating, growth inhibition; higher % means a stronger effect; in the data active = a potency from the dose series; inconclusive = inhibition mostly from about 82% at the one dose, without a potency; inactive = the rest, 99 in 100 with inhibition below about 76%;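 note: plate controls were DMSO cells for no effect and high antibiotic wells for full effect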
inhibitors of VEEV – inhibitors of VEEV TC-83 cytopathic effect, confirmation, Vero cells (AID 588727). Vero cells, VEEV TC-83 cytopathic effect inhibition; higher % means a stronger effect. inhibition, % at 20 µM; hits with a dose series show IC50 in µM. actives 0.13% (n = 350,000); in the data active = a potency from the dose series; inconclusive = inhibition mostly from about 14% at the one dose, without a potency; inactive = the rest, 99 in 100 with inhibition below about 12%; note: strong numbers were not always called active
inhibitors of VEEV 10K pilot screen – second read-out of inhibitors of VEEV, no call of its own (marks repeat the call); inhibition, %; measured here: 10K pilot screen inhibition
Active calls of the source: *; i = inactive; ? = inconclusive; / = not tested or not shown; & = joins results of further samples.

Preview:
SMILES	influenza NS1A	M. tuberculosis HTS	PhoP GFP inhibition	M. tuberculosis	inhibitors of VEEV	others
O=C(CCCN1C(=O)/C(=C/c2cccs2)SC1=S)Nc1cccc(O)c1	8.4%	-7.7%	4.5%	76.2%	?
CCCCNc1nc(NC)nc(Cl)c1SC	1.2%	8.4%	-0.3%	-1.7%	i
CSCCC(NS(=O)(=O)c1ccc(C)cc1)C(=O)N1CC=C(c2ccccc2)CC1 (centres undefined)	-6.3%	-4.1%	7.5%	-13.2%	1.4%

All compounds of this part (from the top)
SMILES	influenza NS1A	M. tuberculosis HTS	PhoP GFP inhibition	M. tuberculosis	inhibitors of VEEV	others
O=C(CCCN1C(=O)/C(=C/c2cccs2)SC1=S)Nc1cccc(O)c1	8.4%	-7.7%	4.5%	76.2%	?
CCCCNc1nc(NC)nc(Cl)c1SC	1.2%	8.4%	-0.3%	-1.7%	i
CSCCC(NS(=O)(=O)c1ccc(C)cc1)C(=O)N1CC=C(c2ccccc2)CC1 (centres undefined)	-6.3%	-4.1%	7.5%	-13.2%	1.4%
Cn1c(SCC(=O)NCCNC(=O)CSc2nnc(C(F)(F)F)n2C)nnc1C(F)(F)F	-15.3%	-0.3%	-0.5%	1.4%	0.4%
COc1ccc(CCc2nc(C)ccc2O)cc1	3.0%&7.8%	4.6%&-3.8%	-1.9%&0.9%	-6.2%&-4.4%	0.9%&2.4%
Oc1cccc(/C=N/Nc2ncnc3c2ncn3Cc2ccccc2)c1	2.2%	11.3%	-0.2%	-0.4%	?
O=C(Nc1ccccn1)c1ccc(Br)c(S(=O)(=O)N2CCCC2)c1	2.1%	0.6%	-4.0%	8.1%	9.7%
Cc1ccc(-n2nnc3c(=O)n(CC(=O)c4ccccc4)cnc32)cc1	2.4%	-11.4%	-2.5%	-5.6%	3.3%
CCC(C)c1ccc(NC(=O)CSc2nncn2N)cc1 (centres undefined)	-16.0%	-3.3%	-6.9%	-9.9%	2.8%
CC(C)Sc1cc(N2CCOCC2)nc(-c2ccccc2)n1	-5.8%	8.5%	0.5%	-12.9%	0.1%
CCCOc1ccccc1C(=O)N1CCNC(=O)C1CC(=O)OC(C)C (centres undefined)	-6.2%	2.7%	-8.4%	2.1%	0.1%
CCC(=O)N1CCN(CCN=CC2=C(O)CC(c3cccs3)CC2=O)CC1 (centres undefined)	6.4%	6.3%	21.5%	37.2%	0.3%
O=C(Nc1ncc2c(n1)CC(c1ccco1)CC2=O)c1ccccc1 (centres undefined)	2.8%	1.2%	-3.3%	-6.7%	0.8%
COc1cc(/C=N/NC(=O)c2ccc(N(C)S(=O)(=O)c3ccccc3)cc2)cc(OC)c1OC	-9.2%	7.9%	-9.7%	3.7%	11.4%
CCCCCSc1nc2c(cnn2-c2ccc(F)cc2)c(=O)[nH]1	-8.4%	7.5%	-8.8%	2.5%	0.3%

Of the compounds above, two have an aryl methoxy group:
SMILES	influenza NS1A	M. tuberculosis HTS	PhoP GFP inhibition	M. tuberculosis	inhibitors of VEEV	others
COc1ccc(CCc2nc(C)ccc2O)cc1	3.0%&7.8%	4.6%&-3.8%	-1.9%&0.9%	-6.2%&-4.4%	0.9%&2.4%
COc1cc(/C=N/NC(=O)c2ccc(N(C)S(=O)(=O)c3ccccc3)cc2)cc(OC)c1OC	-9.2%	7.9%	-9.7%	3.7%	11.4%

(list continues)
SMILES	influenza NS1A	M. tuberculosis HTS	PhoP GFP inhibition	M. tuberculosis	inhibitors of VEEV	others
COc1ccc(-c2nc(CS(=O)CC(=O)NC(C)CCc3ccccc3)c(C)o2)cc1OC (centres undefined)	-1.5%	7.9%	-15.6%	31.1%	6.1%
Cc1ccccc1C(=O)Nc1ccccc1C(=O)N1CCC(C)CC1	2.4%	3.8%	11.9%	7.0%	i
CN(c1ccccc1C(=O)Nc1cccc([N+](=O)[O-])c1)S(=O)(=O)c1ccccc1	4.4%	10.8%	1.8%	3.9%	0.8%
CCC1Oc2ccccc2N(CC(=O)NCCN2C(C)CCCC2C)C1=O (centres undefined)	-2.9%	-1.7%	7.6%	1.3%	0.3%
Cn1c(Cn2nnc3ccccc32)nnc1SCC(=O)NCc1ccc2c(c1)OCO2	-5.2%	/	/	/	1.6%
CC(C)C[C@@H](COc1ccccc1)N1CCN(CC(C)C)CCC1=O	10.6%	-7.2%	-1.3%	9.1%	i
CCOC(=O)CSc1nnc2n(Cc3ccccc3)c(=O)c3c4c(sc3n12)CCC4	4.0%	/	/	/	0.2%
Cc1cc2oc(=O)cc(C)c2cc1NC(=O)CCl	/	?	3.8%	65.0%	?
COc1ccc(OC)c(C2C(C#N)=C(N)N(N(C)C)C3=C2C(=O)CCC3)c1 (centres undefined)	-4.3%	-0.5%	-2.8%	12.2%	i
CCN(CC)S(=O)(=O)c1ccc2c(c1)nc(CCC(=O)O)n2CC	2.2%	-4.8%	-4.9%	-2.7%	1.2%
CC(=O)c1ccc(S(=O)(=O)NC2CC2)cc1	-11.5%	2.7%	5.0%	-13.4%	0.8%
Cc1ccc(CN2CCSc3ccc(C(=O)NCc4ccccn4)cc32)cc1	8.2%	11.0%	-6.8%	/	3.4%
C[C@]12CCC(=O)C=C1CC[C@@H]1[C@@H]2CC[C@@]2(C)[C@H]1CC[C@@]21CCC(=O)O1	0.1%	-2.5%	-9.7%	7.8%	i
CN1CCN(c2ccc(NC(=O)C(C)(C)C)cc2)CC1	3.2%	-7.0%	-3.2%	0.6%	i
O=C(COc1ccccc1Cl)NNC(=O)c1ccc2nc[nH]c2c1	-2.1%	1.2%	0.8%	-14.4%	i
CSCCNCc1cn(-c2ccc(F)cc2F)nc1-c1ccccc1C	0.5%	8.4%	12.5%	36.6%	i
O=C(CCN1N=C(c2ccccc2)CCC1=O)NCCCN1CCOCC1	-6.1%	-2.3%	3.1%	-2.9%	0.3%
CN(Cc1ccc(F)cc1)C(=O)CN1C(=O)c2ccccc2S1(=O)=O	-3.2%	-8.5%	/	1.6%	0.3%
COc1ccc(-n2nnnc2SCC(=O)Nc2nc3c(s2)CCCC3)cc1	0.3%	-2.5%	-6.5%	18.3%	2.0%
COc1ccccc1C(=O)NCCN1CCN(c2ccccc2)CC1	24.0%	5.1%	-1.2%	-2.5%	1.3%
O=C(Nc1ccccc1C(=O)O)c1ccc(NC(=O)c2ccc(Br)o2)cc1	-12.9%	-9.9%	-2.9%	23.8%	2.6%
O=S(=O)(Nc1ccc(Cc2ccncc2)cc1)N1CCCC1	-2.9%	6.3%	-4.0%	12.5%	2.0%
CS(=O)(=O)c1ccccc1C(=O)NCCC(c1ccccc1)c1ccccc1	-12.5%	7.4%	6.0%	14.5%	i
COc1ccc(CCNC(=O)c2c(C)nn(CC(C)C)c2Cl)cc1	1.1%	0.8%	-0.2%	-3.0%	i
CC1(C)CC(=O)C(=C2SCCCS2)C(=O)C1	4.9%	0.8%	-3.3%	-8.1%	0.4%
COc1cc(/C=N/NC(=O)c2cccnc2)ccc1OCC(=O)Nc1c(C)cc(C)cc1C	9.3%	2.9%	-8.1%	18.4%	0.1%
Cc1ccc(S(=O)(=O)N2CCOCC2)cc1NC(=O)COc1cccc(-n2cnnn2)c1	4.5%	-5.6%	/	4.8%	4.2%
CCCN1C(=S)c2ccccc2C1c1ccccc1 (centres undefined)	-13.1%	6.7%	-4.0%	33.4%	1.2%
CC(C)C(NS(=O)(=O)c1cccs1)C(=O)NCCCN1CCCCCC1 (centres undefined)	-13.7%	-1.7%	-1.4%	32.1%	0.6%
S=c1[nH]nc(COc2ccccc2)n1/N=C/C=C/c1ccco1	/	7.0%	8.6%	-12.5%	0.4%

Entries shown so far containing bromine:
SMILES	influenza NS1A	M. tuberculosis HTS	PhoP GFP inhibition	M. tuberculosis	inhibitors of VEEV	others
O=C(Nc1ccccn1)c1ccc(Br)c(S(=O)(=O)N2CCCC2)c1	2.1%	0.6%	-4.0%	8.1%	9.7%
O=C(Nc1ccccc1C(=O)O)c1ccc(NC(=O)c2ccc(Br)o2)cc1	-12.9%	-9.9%	-2.9%	23.8%	2.6%

Next section
SMILES	influenza NS1A	M. tuberculosis HTS	PhoP GFP inhibition	M. tuberculosis	inhibitors of VEEV	others
O=C(O)C1CCN(S(=O)(=O)c2cccc3nonc23)CC1	5.7%	2.3%	2.1%	-8.5%	1.5%
CC(C)(C)OC(=O)C[C@@H]1C/C=C\C[C@@H](CC(=O)NCCO)C(=O)N[C@H](Cc2ccccc2)COC1=O	-10.6%	-3.9%	/	13.4%	0.6%	inhibitors of VEEV 10K pilot screen=0.7
COc1ccc(COCC(O)CN2CCN(S(=O)(=O)c3c(F)cccc3F)CC2)cc1OC (centres undefined)	-7.3%	/	/	/	5.4%
Cc1ccc(S(=O)(=O)Nc2nc3ccccc3nc2N2CCc3ccccc3C2)cc1	-3.7%	1.3%	1.9%	16.4%	1.9%
Cc1ccc(S(=O)(=O)N(CC(=O)NCCC2=CCCCC2)Cc2ccccc2)cc1	-0.1%	13.5%	4.2%	3.0%	i
CCOc1ccccc1NC(=O)COC(=O)C12CC3CC(CC(O)(C3)C1)C2	-5.6%	/	/	/	9.2%
Cc1ccc(NC(=O)CN2C(=O)S/C(=C\c3cc(Cl)c(OCC(=O)O)c(Cl)c3)C2=O)cc1	-8.1%	-2.4%	-6.0%	-14.2%	0.3%
N#CCC(=O)c1ccccc1Oc1ccc(Cl)cc1	7.6%	11.4%	-4.2%	11.1%	i
O=C1O/C(=C\c2ccccc2)c2ccccc21	-7.6%	6.3%	-2.9%	22.5%	1.3%
O=C1NC(CCc2ccccc2)C(=O)N1CCOc1cccc(Br)c1 (centres undefined)	-7.4%	1.1%	1.9%	33.9%	0.7%
COc1ccc(C(=O)NCC(=O)OCC(=O)NCc2ccco2)cc1	-19.9%	8.2%	/	1.4%	1.3%
O=C(COC(=O)c1n[nH]c2ccccc12)Nc1ccc([N+](=O)[O-])cc1	-4.6%	-29.6%	-5.6%	-10.4%	0.3%
Cc1ccc(C(=O)NC(C(=O)NC2CCCC2)c2ccccc2)cc1 (centres undefined)	-1.8%	11.9%	-8.3%	11.0%	0.4%
CCC1(C)Cc2ccccc2-c2nc(-c3ccccc3)oc(=O)c21 (centres undefined)	8.3%	4.8%	-1.1%	-13.9%	3.6%
Oc1ccc(C2C(c3ccccc3)=NN=C(c3ccccc3F)N2O)c(O)c1 (centres undefined)	0.4%	3.3%	2.1%	8.2%	2.2%
Cc1n[nH]c(C)c1CCC(=O)N/N=C/c1cccc([N+](=O)[O-])c1	/	-10.8%	0.1%	-3.7%	3.2%
OC(COc1cccc2ccccc12)CN1CCCC1 (centres undefined)	4.9%	8.8%	1.2%	-6.6%	2.6%
C[C@H]1CC[C@H]2NCCN[C@H]2C1	-5.3%	-4.7%	7.4%	-3.9%	0.5%
O=C(CNC(=S)N(Cc1ccccc1)Cc1ccccc1F)NCc1ccc(Cl)cc1	4.0%	/	/	/	1.4%
CCOc1c(C)cnc2c1c(=O)n(Cc1c(F)cccc1Cl)c(=O)n2C	10.6%	8.0%	1.9%	32.3%	1.8%
COc1ccc(NC(=S)N2CCN(Cc3ccccc3)CC2)cc1	0.2%	-0.3%	13.5%	-0.8%	1.6%
CCCOc1ccc(C(C)=O)cc1CN1CCOCC1	2.5%	-2.6%	-4.4%	-28.0%	0.1%
CCOCCCNC(=O)N[C@@H](Cc1ccccc1)C(=O)OC	6.7%	-1.8%	2.4%	-8.0%	0.1%
CCOC(=O)C1(S(=O)(=O)c2ccccc2)CCN(Cc2ccccc2)CC1	1.0%	4.0%	2.1%	11.2%	i
Cc1noc(C)c1C(=O)OCC(=O)Nc1ccc(C(N)=O)cc1	-7.7%	11.3%	-12.0%	0.1%	i
Cc1ccc(S(=O)(=O)NCCC(=O)Nc2ccc3c(c2)OCO3)cc1	0.0%	9.8%	-6.6%	13.3%	i
Cc1ccc(S(=O)(=O)NCC(=O)N(CC(=O)NCC2CCCO2)Cc2ccc(Cl)cc2)cc1 (centres undefined)	-10.4%	-0.8%	1.0%	21.0%	0.2%
CCCCOc1nc2ccccc2nc1C(C#N)C(=O)NC1CCCCC1 (centres undefined)	-10.5%	7.9%	9.6%	9.7%	7.0%
Cc1ccc(CNC(=O)CCSCc2ccccc2C)cc1	-8.9%	2.6%	2.5%	24.8%	2.6%
CCN(CC)C(=S)Nc1ccc2nc3n(c(=O)c2c1)CCCCC3	8.6%	3.8%	-15.9%	-2.0%	0.4%
CCOc1ccccc1NC(=O)CN1C(=O)C(C)SC(C)C1=O (centres undefined)	-0.3%	-9.8%	8.0%	-1.4%	0.2%
Cc1nc2ccccc2n1Cc1ccc(Br)cc1	-1.7%	-2.9%	-1.6%	23.8%	i
Cc1ccc(S(=O)(=O)N2CCOCC2)cc1NC(=O)CSc1nnnn1C1CCCC1	-1.9%	-8.6%	/	7.2%	0.1%

Compound activity (PubChem)
